Bioassay records (PubChem)
NPC1 promoter act – qHTS Assay for NPC1 Promoter Activators; Potency, µM (doses to about 9.22 µM), for inactives: at the highest dose activation, usual class: activators; actives 2.4% (n = 320,000); Huh7 NPC1 promoter luciferase reporter, 24 h; AID 485313, 2010;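 note: % of control where 0% means no effect; nearly all actives have a fitted effect of over 60% in size; reporter is driven by a mutant NPC1 promoter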
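Stable NPC1-promoter luciferase Huh7 line; cpd (DMSO) 24 h, 37 °C, 5% CO2; Amplite luciferase reagent 10 min RT; luminescence readout. qHTS format.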
BRCA1 expr up – qHTS Assay to Identify Small Molecule Activators of BRCA1 Expression | MCF7-BRCA1-FFLuc reporter, luminescence, 48 h; response scale: scaled: vehicle 0%, 10 µM genistein 100% | actives 1.1% (n = 380,000) | Potency, µM (doses to about 46.1 µM), without a hit: top-dose activation, hits mostly activators | AID 624202, 2012; note: nearly all actives have a fitted effect of over 80% in size; some results filed as inactive show a strong effect at the top dose
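MCF7-BRCA1-FFLuc cells, 2000/well in phenol-red-free MEM, attached 2 h then treated 48 h at 37 C. Luciferase luminescence read 15 min after reagent; normalized to genistein maximum activation (10microM) and DMSO, concentration-response fitted.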
MBNL1-CUG inh – qHTS Assay for Inhibitors of MBNL1-poly(CUG) RNA binding. Muscleblind-like protein 1 (Homo sapiens), Q9NR56. TR-FRET MBNL1-His/biotin-(CUG)12 binding, 665/545 ratio. Potency, µM (highest dose often 57.5 µM), for inactives: top-dose activity change, negative = inhibition, actives largely listed as inhibitors. actives 0.036% (n = 280,000); active = well fitted inhibition curve with a large enough effect in the signal ratio, with a control signal flat, not every such curve was filed as active; inconclusive = small, poorly fitted or top-dose-only effect, or effect the other way, or a change in a side signal; inactive = no such curve, though single readings can be large or run the other way; the % refers to the signal ratio; note: % is set by controls: 0 for no effect and ±100 for the full control effect
Target sequence (Q9NR56 whole entry, looked up): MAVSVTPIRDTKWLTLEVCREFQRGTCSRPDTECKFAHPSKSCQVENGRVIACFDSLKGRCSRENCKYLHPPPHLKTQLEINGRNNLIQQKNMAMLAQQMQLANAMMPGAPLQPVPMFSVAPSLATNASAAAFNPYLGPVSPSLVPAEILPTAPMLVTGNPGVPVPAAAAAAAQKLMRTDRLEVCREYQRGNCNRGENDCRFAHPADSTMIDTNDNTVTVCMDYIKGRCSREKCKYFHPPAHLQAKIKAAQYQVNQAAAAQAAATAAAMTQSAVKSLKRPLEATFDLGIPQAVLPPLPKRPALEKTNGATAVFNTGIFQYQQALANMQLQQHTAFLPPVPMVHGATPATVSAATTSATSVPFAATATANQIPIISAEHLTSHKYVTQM
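Compound titration spanned 92 nM–58 uM against the MBNL1-His/biotin-(CUG)12 complex. After 60 min at room temperature with 5 nM streptavidin-XL665 and 0.055 ng/ul terbium anti-His, ratiometric 665/545 nm emission (Ex 340 nm) normalized to controls.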
uPA surface inh – qHTS for Inhibitors of Cell Surface uPA Generation. cell surface uPA generation assay, qHTS. Potency, µM (titrated, usually from 38.3 µM), inactives show at the highest dose activity change, negative = inhibition, actives largely listed as inhibitors. actives 0.31% (n = 330,000). AID 540303, 2011; active = well fitted inhibition curve with a large enough effect; inconclusive = small, poorly fitted or top-dose-only effect; inactive = no such curve, though single readings can be large or run the other way; tested in mouse RAW 264.7 cells; note: % is set by controls: 0 for no effect and ±100 for the full control effect; nearly all actives have a fitted effect of over 55% in size
p53 reactivator – qHTS assay for re-activators of p53 using a Luc reporter | Potency, µM (top dose mostly 92.2 µM), without a hit: top-dose activity change, positive = activation, usual class: activators | H1299 p53-A138V BP100-luciferase reporter, luminescence, 24 h | actives 0.063% (n = 320,000); note: % of control where 0% means no effect; nearly all actives have a fitted effect of over 45% in size
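H1299 (p53-null), stable ts p53-A138V + BP100-Luc; 1000 cells/well, Opti-MEM/10% FBS; cpd 4 pt, 1:5; 24 h, 37 deg C, 5% CO2; detection reagent 10 min RT; luminescence.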
Rab9 prom act – qHTS Assay for Rab9 Promoter Activators. actives 2.8% (n = 320,000). Huh7 Rab9 promoter-luciferase reporter, luminescence, 24 h. Potency, µM (doses to about 9.22 µM), inactives show top-dose activation, negative = inhibition, actives largely listed as activators; note: % of control where 0% means no effect; nearly all actives have a fitted effect of over 60% in size
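Cell-based reporter: Huh7 stable for Rab9 promoter-driven luciferase, plated in reduced-serum medium with 10% FBS at 1500 cells/well, compound-treated 24 h at 37 °C, luminescence read after 10 min reagent.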
ELG1 genotox – qHTS screen for small molecules that induce genotoxicity in human embryonic kidney (HEK293T) cells expressing luciferase-tagged ELG1 | Potency, µM (top dose mostly 46 µM), for the others: at the highest dose activity change, positive = activation, hits mostly activators | actives 1.3% (n = 330,000) | HEK293T ELG1-luciferase reporter, luminescence, 16 h; note: % of control where 0% means no effect; nearly all actives have a fitted effect of over 60% in size
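HEK293T cells expressing luciferase-tagged ELG1 were exposed to compound or DMSO vehicle for 16 hr at 37 °C and 5% CO2. Luciferase activity was then measured with ONE-Glo after 30 min at room temperature.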
VP16 counter – VP16 counterscreen qHTS for inhibitors of ROR gamma transcriptional activity. Drosophila S2 Gal4-VP16 UAS-luciferase, luminescence, 20 h. Potency, µM (doses to about 53.6 µM), for inactives: at the highest dose activity, negative = inhibition, hits mostly inhibitors. actives 3.5% (n = 310,000). AID 2546, 2010;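 note: Gal4-VP16 expression switched on by copper sulfate through the metallothionein promoter; % is set by controls: 0 for no effect and ±100 for the full control effect; nearly all actives have a fitted effect of over 50% in size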
FLuc modulator – qHTS profiling assay for firefly luciferase inhibitor/activator using purifed enzyme and Km concentrations of substrates (counterscreen for miR-21 project) | Potency, µM (top dose mostly 57.5 µM), inactives show at the top dose activity change, negative = inhibition, hits mostly inhibitors | actives 6.9% (n = 360,000) | AID 588342, 2011 | Luciferin 4-monooxygenase (Photinus pyralis), P08659 | purified FLuc, Km substrates, luminescence inhibition;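 note: plate controls were vehicle for no effect and reference inhibitor for full effect; nearly all actives have a fitted effect of over 55% in size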
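Purified P. pyralis luciferase, 10 nM final, with Km-level 10 uM D-luciferin and 10 uM ATP in 50 mM Tris acetate pH 7.5, 10 mM Mg acetate, 0.01% Tween-20, 0.05% BSA; 6-point qHTS titration about 60 µM downward; luminescence read.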
MLL CXXC-DNA inh – qHTS Fluorescence Polarization Assay for Inhibitors of MLL CXXC domain - DNA interaction. Histone-lysine N-methyltransferase 2A (Homo sapiens), Q03164. MLL-CXXC / FITC-HOXA9 DNA fluorescence polarization. Potency, µM (series often up to 115 µM), for the others: top-dose activity change, negative = inhibition, most hits filed as inhibitors. actives 0.037% (n = 290,000). AID 2662, 2010; active = well fitted inhibition curve with a large enough effect in the polarisation, with a control signal flat, not every such curve was filed as active; inconclusive = small, poorly fitted or top-dose-only effect, or effect the other way, or a change in a side signal; inactive = no such curve, though single readings can be large or run the other way; the % refers to the polarisation
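Fluorescence polarization: 7 uM MLL-CXXC (stock) preincubated 5 min with compounds, then 50 nM fluorescein-HOX-A9 DNA (stock) added; 30 min ambient. Buffer 50 mM Tris-HCl pH 7.5, 50 mM NaCl, 1 mM DTT, 0.05% BSA.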
RORg inh – qHTS for inhibitors of ROR gamma transcriptional activity | Nuclear receptor ROR-gamma (Mus musculus), P51450 | Drosophila S2 Gal4-RORgamma UAS-luciferase reporter, 20 h | Potency, µM (titrated, usually from 53.6 µM), inactives show top-dose activity change, negative = inhibition, actives largely listed as inhibitors | actives 5.4% (n = 310,000) | AID 2551, 2010; note: % is set by controls: 0 for no effect and ±100 for the full control effect; nearly all actives have a fitted effect of over 60% in size
Target sequence (P51450 whole entry, looked up, the tested form may be a part): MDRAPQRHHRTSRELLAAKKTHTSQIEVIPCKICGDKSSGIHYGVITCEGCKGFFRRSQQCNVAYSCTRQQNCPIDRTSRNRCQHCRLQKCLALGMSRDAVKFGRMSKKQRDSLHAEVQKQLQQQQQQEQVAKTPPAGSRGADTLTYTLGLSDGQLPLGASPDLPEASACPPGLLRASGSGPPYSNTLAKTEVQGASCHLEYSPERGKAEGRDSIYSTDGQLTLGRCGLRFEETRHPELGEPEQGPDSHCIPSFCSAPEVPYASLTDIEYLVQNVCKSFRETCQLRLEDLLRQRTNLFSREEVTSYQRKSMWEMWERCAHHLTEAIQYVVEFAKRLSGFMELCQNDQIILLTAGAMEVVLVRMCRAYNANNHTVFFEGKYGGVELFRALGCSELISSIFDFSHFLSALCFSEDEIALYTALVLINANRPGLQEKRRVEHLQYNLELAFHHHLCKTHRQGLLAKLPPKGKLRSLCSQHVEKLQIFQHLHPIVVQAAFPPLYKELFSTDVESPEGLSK
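In this cell-based reporter format, copper sulfate (700 uM final) drives Gal4–ROR gamma fusion expression from a metallothionein promoter in Drosophila Schneider cells; compounds preincubated 1 hr, reporter read after 20 hr at ambient temperature.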
* = called active by the depositor; ? = inconclusive; · = no result given; [ ] = another dose, or the depositor's remark. Unless noted, calls come from the whole dose curve; as a rule, active = well fitted curve in the direction sought with a large enough effect; inconclusive = small, poorly fitted or top-dose-only effect, or another doubt; inactive = no such curve, though single readings can be large; an effect the other way counts as inactive or inconclusive. Potency is the fitted concentration of half-maximal effect. Some of the compounds tested; rates above refer to the full screens.

(1) COc1cc(/C=C2\SC(=S)NC2=O)ccc1OS(=O)(=O)c1ccccc1
(2) O=C(NCc1ccccn1)c1ccc(Cl)c(S(=O)(=O)N2CCCCCC2)c1
(3) COc1ccc(/C=N/NC(=O)CSc2nnc(C)n2-c2ccccc2)c(OC)c1OC
(4) Cc1cc(NC(=O)CSc2nnnn2-c2ccccc2)no1
(5) CCn1cc(C(=O)NNC(=O)c2ccc(Cl)cc2)c(=O)c2ccc(C)nc21
(6) Cc1cccc(N(CC(=O)NC2CCCCC2)C(=O)CCCC(=O)Nc2ccccn2)c1
(7) CCc1cccc(CC)c1NC(=O)C(NS(=O)(=O)c1cccs1)c1ccccc1 (configuration not stated)
(8) CCC(c1nc2ccccc2c(=O)n1CCN1CCOCC1)N1C(=O)c2ccccc2C1=O (configuration not stated)

Screen / compound no.	1	2	3	4	5	6	7	8
ELG1 genotox	-8%	-11%	-5%	-4%	14%	-6%	-4%	5%
p53 reactivator	20%	-4%	1%	2%	23%	-1%	-10%	2%
VP16 counter	1%	-6%	0%	8%	6%	-3%	-3%	5%
BRCA1 expr up	·	-51%	7%	-27%	·	-32%	-3%	-14%
uPA surface inh	·	1%	-8%	-2%	·	5%	-1%	·
Rab9 prom act	-3%	-12%	1%	0%	-2%	-3%	-2%	1%
RORg inh	?	-49%	43%	34%	21%	40%	-3%	11%
FLuc modulator	?	7%	-1%	-3%	3%	-1%	5%	1%
MLL CXXC-DNA inh	0%	-1%	10%	13%	0%	-2%	8%	3%
MBNL1-CUG inh	14%	-4%	-4%	-11%	-3%	1%	·	-2%
NPC1 promoter act	-4%	-7%	1%	-2%	-1%	-1%	1%	1%

(9) COC(=O)c1ccc(C2C(C(=O)c3ccco3)=C(O)C(=O)N2CC2CCCO2)cc1 (configuration not stated)
(10) CCCCn1c2c(c3ccccc31)CCc1nonc1-2
(11) CN(C)CCN(C(=O)c1ccco1)c1nc2cc3c(cc2s1)OCCO3
(12) COc1cccc(NC(=O)CN(C)C(=O)/C=C/c2cn(Cc3ccccc3)nc2-c2cccnc2)c1
(13) CC1=NN(C(N)=S)C(=O)C1N=Nc1cccc2ccccc12 (configuration not stated)
(14) COc1ccc(CCn2c(=N)c(C(=O)NC3CCCC3)cc3c(=O)n4ccccc4nc32)cc1
(15) O=C(c1ccc(F)cc1)N1CCC(c2ccccc2)C1 (configuration not stated)
(16) C=CCN(c1ccccc1)S(=O)(=O)c1ccc2[nH]cc(C(=O)NCCOC)c(=O)c2c1

Screen / compound no.	9	10	11	12	13	14	15	16
ELG1 genotox	5%	5%	18µM*	1%	?	-8%	?	-8%
p53 reactivator	8%	10%	?	-8%	9%	-5%	16%	-5%
VP16 counter	8%	-7%	-5%	·	2.8µM*	-14%	7%	-3%
BRCA1 expr up	-18%	1%	55%	-13%	·	-29%	6.3µM*	-13%
uPA surface inh	2%	-25%	?	-1%	·	-10%	-2%	-8%
Rab9 prom act	4%	-3%	18%	-3%	?	-4%	?	-5%
RORg inh	-6%	12%	11%	·	0.63µM*	0%	1%	0%
FLuc modulator	0%	-4%	-12%	0%	17µM*	3%	?	2%
MLL CXXC-DNA inh	13%	-7%	1%	·	-12%	-4%	-1%	0%
MBNL1-CUG inh	4%	-9%	-11%	·	13%	?	8%	101%[activator]
NPC1 promoter act	2%	0%	18%	-1%	?	-2%	4.5µM*	-1%

(17) COc1ccc(CCNC(=O)c2nc3ncccn3n2)cc1OC
(18) N#Cc1ccccc1Cn1c(-c2cscn2)nc2ccccc21
(19) COC(=O)c1sc2ncccc2c1OCc1c(Cl)cccc1Cl
(20) CCc1ccccc1OCCCCN1CCCC1
(21) CCCn1c(SCC(N)=O)nnc1C(C)C
(22) Cc1cccc(N2CC(C(=O)Nc3ccc(S(=O)(=O)N4CCOCC4)cc3)CC2=O)c1 (configuration not stated)
(23) COCCn1nnnc1C(c1cccc(C(F)(F)F)c1)N1CCOCC1 (configuration not stated)
(24) Cc1cc(Cl)c(S(=O)(=O)NC2CCCC2)cc1OCC(=O)NC1CCCCC1

Screen / compound no.	17	18	19	20	21	22	23	24
ELG1 genotox	-2%	0%	4%	-14%	1%	3%	0%	-10%
p53 reactivator	1%	-4%	2%	-12%	3%	-2%	2%	-1%
VP16 counter	2%	7%	-13%	-5%	-1%	6%	-7%	-26%
BRCA1 expr up	3%	1%	-64%	-22%	2%	4%	-11%	-7%[1.84 µM]
uPA surface inh	4%	-3%	-2%	1%	-4%	-1%	-1%	-7%
Rab9 prom act	0%	-2%	0%	-4%	-3%	-7%	-3%	-21%
RORg inh	13%	-8%	-7%	-2%	-8%	44%	-10%	-11%
FLuc modulator	-1%	?	4%	4%	8%	-9%	1%	-2%
MLL CXXC-DNA inh	4%	5%	112%[activator]	4%	1%	-1%	33%[activator]	2%
MBNL1-CUG inh	-6%	4%	-19%	-2%	1%	·	-20%	-8%
NPC1 promoter act	-4%	5%	-1%	-5%	1%	0%	0%	-11%

Part of the list above in order of heavy-atom count, smallest number first.
(21) CCCn1c(SCC(N)=O)nnc1C(C)C
(20) CCc1ccccc1OCCCCN1CCCC1
(17) COc1ccc(CCNC(=O)c2nc3ncccn3n2)cc1OC

Screen / compound no.	21	20	17
ELG1 genotox	1%	-14%	-2%
p53 reactivator	3%	-12%	1%
VP16 counter	-1%	-5%	2%
BRCA1 expr up	2%	-22%	3%
uPA surface inh	-4%	1%	4%
Rab9 prom act	-3%	-4%	0%
RORg inh	-8%	-2%	13%
FLuc modulator	8%	4%	-1%
MLL CXXC-DNA inh	1%	4%	4%
MBNL1-CUG inh	1%	-2%	-6%
NPC1 promoter act	1%	-5%	-4%

Next results follow.
(25) COc1ccc(/C(C)=N\NC(=O)CSc2nnc(C)s2)cc1
(26) O=C(NCc1ccco1)C1CCCN1C(=O)Nc1ccccc1[N+](=O)[O-] (configuration not stated)
(27) O=C(COC(=O)c1ccccc1-c1ccccc1[N+](=O)[O-])c1ccccc1
(28) CCN(CCn1cccn1)C(=O)CCc1nnc(CCCc2ccccc2)o1
(29) CCN(CC)C(=O)CN1C(=O)/C(=C/c2ccccc2)SC1=S
(30) CC1(C(=O)OCC(=O)Nc2ccccc2)CC1(Cl)Cl (configuration not stated)
(31) CC1CCCN(C(=O)Cc2ccc(F)cc2)C1 (configuration not stated)
(32) CC1CN(S(=O)(=O)c2cccc(C(F)(F)F)c2)CC(C)O1 (configuration not stated)
(33) CC1OC2(C)OC(=N)C1(C#N)C(C#N)(C#N)C2c1ccccc1 (configuration not stated)

Screen / compound no.	25	26	27	28	29	30	31	32	33
ELG1 genotox	4%	0%	-2%	16µM*	-3%	13%	-1%	0%	0%
p53 reactivator	4%	-3%	9%	10%	14%	?	-3%	6%	4%
VP16 counter	1%	-4%	27%	2%	?	-4%	0%	-7%	-20%
BRCA1 expr up	0%	4%	-14%	13µM*	-36%	8%	0%	2%	-12%
uPA surface inh	-2%	4%	1%	-4%	-3%	5%	3%	19%	-3%
Rab9 prom act	0%	-4%	2%	2.8µM*	-2%	?	-5%	-3%	-9%
RORg inh	12%	-3%	26%	0%	33%	37%	17%	11%	-15%
FLuc modulator	-17%	0%	?	15µM*	?	17µM*	1%	2%	-2%
MLL CXXC-DNA inh	-2%	3%	-8%	-3%	13%	3%	-1%	-3%	-7%
MBNL1-CUG inh	-2%	?	12%	-3%	?	·	14%	-11%	?
NPC1 promoter act	-1%	0%	-3%	?	-5%	?	1%	1%	-3%
